D1 PAM = enhances dopamine response at the human D1 receptor. P21728. HEK293 TREx D1 cells, calcium flux, dopamine EC20 potentiation. potentiation, % at 10 µM. 360,000 tested, 0.036% active. AID 504651; in the data active = potentiation above about 30%; also: 0% is about no effect
D1 ag = activates the human D1 dopamine receptor; P21728; HEK293 T-REx D1 cells, calcium flux, agonist mode; activation, % at 2 µM; 360,000 tested, 1% active; also: 0% is about no effect
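Agonism was scored from calcium flux recorded over 180 s (1 read/s) after pintool compound addition, following a 10-cycle baseline. Cells were inducible force-coupled HEK293 TREx D1, plated overnight at 30 C and loaded with no-wash calcium dye.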
D2 antagonist = antagonizes the human D2 dopamine receptor | inhibition, % at 10 µM | AID 485344 | 340,000 tested, 2% active | P14416 | HEK293 TREx D2 cells, calcium flux, dopamine EC80; in the data active = inhibition above about 30%; also: 0% is about no effect
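Dopamine at EC80 is the agonist stimulus; test compounds precede it by 180 s. Calcium flux read kinetically in a force-coupled, inducible HEK293 T-REx D2 cell line.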
D1 antagonist = antagonists of human D1 dopamine receptor | P21728 | HEK293 TREx D1 cells, calcium flux, dopamine EC80; active compounds read low | activity change, negative = inhibition, % at 10 µM | 360,000 tested, 3.2% active; in the data active = activity change below about -30%; also: % is scaled to controls: 0 for no effect and ±100 for the full control effect
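HEK293 T-REx cells expressing inducible, force-coupled D1 receptor; no-wash Ca dye, 30–90 min RT. Cmpd → 180 s read at 1 Hz → EC80 DA → 180 s read.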
D2 ag = agonists of human D2 dopamine receptor; AID 485358; activation, % at 2 µM; P14416; HEK293 T-REx D2 cells, calcium flux agonist mode; 340,000 tested, 0.53% active;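 active = activation over 3 SD above normal in the single-dose calcium agonist read, cut at about 30% in these data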; also: 0% is about no effect
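Tetracycline-induced HEK293 Trex cells with D2 receptor force-coupled to calcium signaling, plated overnight at 30 C and loaded with no-wash calcium dye. Calcium flux read kinetically for 180 s after compound addition; responses flag agonists.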
RXFP1 antag = antagonists of human relaxin receptor RXFP1. HEK293-RXFP1, relaxin-stimulated cAMP HTRF, 30 min; active compounds read low. activity change, negative = inhibition, % at 57.5 µM. 350,000 tested, 0.59% active. AID 1259400;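 active = activity change of -60% or lower, but not beyond a set lower limit; inconclusive = change between -60% and -40%, or beyond the set limit; inactive = change above -40%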; also: % is scaled to controls: 0 for no effect and ±100 for the full control effect
Target sequence (Q9HBX9 whole entry, looked up): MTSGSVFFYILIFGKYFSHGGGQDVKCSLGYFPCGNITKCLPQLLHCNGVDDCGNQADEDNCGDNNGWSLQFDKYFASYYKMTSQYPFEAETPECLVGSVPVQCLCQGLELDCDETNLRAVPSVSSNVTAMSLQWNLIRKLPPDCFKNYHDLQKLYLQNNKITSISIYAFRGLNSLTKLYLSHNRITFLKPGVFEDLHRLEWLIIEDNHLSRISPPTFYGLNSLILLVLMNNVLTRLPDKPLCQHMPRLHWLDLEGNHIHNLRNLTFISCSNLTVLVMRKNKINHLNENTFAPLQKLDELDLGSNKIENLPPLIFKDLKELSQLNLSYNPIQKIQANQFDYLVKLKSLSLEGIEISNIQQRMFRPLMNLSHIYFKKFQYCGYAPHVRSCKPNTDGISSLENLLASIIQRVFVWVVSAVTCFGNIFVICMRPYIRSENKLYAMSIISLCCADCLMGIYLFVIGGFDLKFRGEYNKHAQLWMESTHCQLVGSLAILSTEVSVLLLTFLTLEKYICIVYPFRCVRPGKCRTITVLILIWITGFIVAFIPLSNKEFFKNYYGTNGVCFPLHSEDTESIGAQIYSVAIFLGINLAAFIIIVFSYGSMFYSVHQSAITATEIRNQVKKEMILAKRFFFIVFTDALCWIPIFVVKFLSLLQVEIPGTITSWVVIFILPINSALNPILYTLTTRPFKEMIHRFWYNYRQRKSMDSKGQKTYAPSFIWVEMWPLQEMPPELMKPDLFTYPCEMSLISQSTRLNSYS
TRHR enhancer = TRH receptor (human) allosteric enhancement | TRHR cells, fluo-8 calcium fluorescence, EC20 TRH enhancement | enhancement, % at 2 µM | P34981 | 360,000 tested, 0.66% active; in the data active = enhancement above about 30%; also: 0% is about no effect
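Enhancer read-out: after compound pinning and an initial kinetic agonist-mode read, an EC20 of TRH (10 nM final) was injected and fluo-8 calcium signal (Ex 480/Em 530) followed at 1 s/cycle for 100 cycles in TRHR-expressing cells.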
TRHR agonist = TRH receptor (human) agonism; TRHR cells, calcium flux fluo-8, FDSS agonist mode; activation, % at 2 µM; 360,000 tested, 0.18% active; AID 493084; also: 0% is about no effect
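Agonist-mode FDSS calcium read (Ex 480/Em 530, 1 s cycles) in 1536-well TRHR cells with fluo-8 dye, after 10-cycle baseline and 23 nL compound addition; TRH at EC20 (10 nM final) added afterwards for the enhancer phase.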
D2 PAM = positive allosteric modulators of human D2 dopamine receptor; HEK293 T-REx D2, calcium flux, EC20 dopamine potentiation; potentiation, % at 10 µM; P14416; 340,000 tested, 0.34% active; AID 485347;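 active = potentiation over 3 SD above the plate norm, cut at about 30% in these data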; also: 0% is about no effect
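Primary screen. Calcium kinetics in induced HEK293 T-REx D2 cells: compound pre-addition 180 s, EC20 dopamine, 180 s more.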
* hit, by the source's call; ? = inconclusive; . = not tested or not shown; & = joins results of further samples. Rule as the data show it, unless noted: active = activation above about 30%; inactive = the rest.

SMILES | D1 PAM | D1 ag | D2 antagonist | D1 antagonist | D2 ag | RXFP1 antag | TRHR enhancer | TRHR agonist | D2 PAM
Cc1cccc(COCCN2CCN(S(=O)(=O)c3ccccc3)CCC2=O)c1 | -6 | 2 | 20 | -6 | 1.7 | . | 0 | -0.5 | 3
Cc1ccccc1-n1c(=O)n(Cc2ccccc2)c(=O)c2[nH]cnc21 | -2 | 3 | 0 | -9 | 0.3 | 3 | -4 | 0.5 | 2
CCC(C)NC(=O)C(Cc1ccccc1)NS(=O)(=O)c1cccc2nsnc12 (stereo unspecified) | -3 | 0 | 4 | -5 | -0.4 | 0 | 15 | -0.6 | 1
O=C(CSc1ccccc1)Nc1ccc(N2CCN(c3ccccc3)CC2)c(F)c1 | -3 | 1 | 9 | 6 | 0.5 | -4 | 5 | 0.0 | 0
COc1ccc(NC(=O)CN2CCN(CC(=O)Nc3ccccc3Cl)CC2)cc1 | 1 | 0 | -14 | -6 | -0.5 | 4 | 0 | -0.3 | -3
CCOc1cc(C(=O)Nc2ccc(-c3nc4cc(Cl)ccc4o3)cc2)cc(OCC)c1OCC | -1 | 1 | . | -13 | 0.7 | 1 | 1 | 1.0 | -4
C/C(=N\NC(=O)Cc1cccn1C)c1ccco1 | -23 | 1 | -13 | 7 | 0.5 | -5 | -3 | 0.9 | -7
Cc1ccc(S(=O)(=O)NN2Cc3ccccc3C2=N)cc1 | -4 | 5 | 19 | -4 | 1.1 | -11 | 4 | -1.3 | -1
Cc1onc(-c2ccccc2Cl)c1C(=O)OCC(=O)Nc1cccc(S(=O)(=O)N(C)C)c1 | -3 | 12 | 14 | -14 | -0.1 | -3 | -5 | 0.8 | 1
C=CCn1c(=O)c(C(=O)NC2CC2)c(O)c2cc(OC)c(OC)cc21 | 1 | 1 | -9 | -18 | 0.8 | -3 | -11 | -0.5 | -1
O=C(c1cccs1)N1N=C(c2ccccc2)CC1c1ccccc1 (stereo unspecified) | -3 | 4 | 12 | 7 | 1.0 | -12 | -4 | -0.2 | -4
N#CCCCSc1nnc(Cc2ccc3c(c2)OCO3)o1 | 6 | 0 | -20 | 0 | 0.1 | 2 | -1 | 0.3 | -1
CCN1C(=NCC(C)C)N[C@@H](c2cccc(C(F)(F)F)c2)C(C(=O)OC)=C1C | -5&-2 | 28&13 | -24 | -10&-10 | -0.1 | . | -11&-3 | 2.2&3.2 | 8
CC(C)Nc1cc(C(C)(C)C)nc2c(-c3ccccc3)cnn12 | 14 | 4 | 3 | 22 | 4.7 | -6 | 5 | -0.4 | 12
CCOc1ccc(OCCC(=O)OCC(=O)N2CCN(S(=O)(=O)c3ccc(C)cc3)CC2)cc1 | -5 | 2 | -18 | 0 | 0.1 | . | 0 | -0.4 | -2
COCCCn1c(=O)c2sccc2n2c(CCCC(=O)NC3CCC(C)CC3)nnc12 (stereo unspecified) | -4 | 1 | . | -21 | -0.2 | -3 | 3 | -0.1 | -1
COc1ccc(NS(=O)(=O)c2cc3c(cc2C)N(C(C)=O)CCO3)c(OC)c1 | 0 | 2 | -12 | 35 | -0.1 | 0 | 0 | 0.1 | -1
COc1ccc(/C=C(/NC(=O)c2ccccc2)C(=O)NCc2ccco2)cc1 | -3 | 4 | -12 | -15 | -0.7 | -1 | 1 | -0.2 | 13
C/C(=C(/NC(=O)c1ccccc1)C(=O)O)c1ccco1 | -2 | 3 | -13 | 12 | 0.6 | 29 | 3 | 0.2 | -1
Cc1ccc(S(=O)(=O)N2CCN(C(C)CC(=O)O)CC2)cc1 (stereo unspecified) | 3 | 4 | -8 | 21 | 0.2 | -3 | 6 | -0.1 | 6
COc1cccc(/C=C/C(=O)c2cccc([N+](=O)[O-])c2)c1 | -3 | 3 | 24 | -18 | 1.8 | -30 | -8 | 1.4 | -10
CC(=O)c1cccc(NC(=O)C2CCN(S(=O)(=O)c3ccccc3)CC2)c1 | -3&-4 | 11&2 | 11 | -12&-11 | -1.3&-0.7 | -6&0 | -2&-9 | -0.7&-0.4 | -17&-13
CCOC(=O)CSc1snnc1-c1ccccc1 | -7 | 1 | -12 | -13 | -1.4 | -11 | -3 | -0.7 | 10
COc1ccc(/C=C2/C(=O)C(C)(C(C)C)CCC2C)cc1 (stereo unspecified) | 14 | 5 | 9 | 26 | 0.0 | -22 | -5 | -1.3 | 14
Cc1cc(C)c(S(=O)(=O)Nc2ccc3c(c2)CCC3)c(C)c1 | -7 | 7 | 4 | -20 | 1.7 | ? | 6 | 0.0 | 0

Results in D1 PAM (two entries from above):
structure	D1 PAM
CC(=O)c1cccc(NC(=O)C2CCN(S(=O)(=O)c3ccccc3)CC2)c1	-3&-4
CCOC(=O)CSc1snnc1-c1ccccc1	-7

Later entries:
SMILES | D1 PAM | D1 ag | D2 antagonist | D1 antagonist | D2 ag | RXFP1 antag | TRHR enhancer | TRHR agonist | D2 PAM
CCC(=O)Nc1cccc(C(=O)/C=C/c2cc(Br)ccc2OC)c1 | -4 | 3 | 14 | 0 | -0.8 | . | -6 | -0.2 | 5
CC1=C(C(=O)OCC2CCCCC2)C(c2ccc(F)cc2)NC(=O)N1 (stereo unspecified) | 0 | 1 | 2 | -14 | -0.7 | -15 | 6 | -0.2 | 2
O=C(Cc1ccccc1[N+](=O)[O-])NCc1ccco1 | -1 | 3 | 4 | 4 | -0.1 | 5 | 0 | 0.1 | 14
CC1CCCC(C)N1C(=O)CNCc1ccc2c(c1)OCO2 (stereo unspecified) | 2 | 8 | -3 | 19 | 1.8 | 5 | 3 | 0.4 | 7
COc1cccc(CN2CCN(C(c3ccccc3)c3ccccc3)CC2)c1O | -2 | 4 | -14 | 11 | 1.4 | -14 | 0 | 0.0 | -13
O=C(COC(=O)Cc1cccc(C(F)(F)F)c1)NC1CC1 | -3 | 3 | 3 | -5 | 0.0 | -6 | -6 | 0.2 | -2
CCOc1ccc(NC(=O)CN(C)C(=O)CCCn2c(=O)oc3ccccc32)cc1OCC | 0 | 2 | 14 | -3 | -0.3 | -7 | 38* | -0.2 | 14
CC(=O)c1ccc(NC(=O)c2onc(C)c2Cl)cc1 | 0 | 3 | . | -1 | . | -5 | 4 | 0.4 | .
CCSc1nnc(NC(=O)c2cc(C)on2)s1 | 0 | 0 | 56* | -4 | 2.4 | 8 | 12 | 1.4 | .
O/N=C(\c1ccc(Cl)cc1)c1ncc(C(F)(F)F)cc1Cl | -6 | 7 | 2 | 9 | -0.8 | -37 | -8 | 1.5 | -7
C=CCOc1ccc(CN(C)CC(O)COc2ccc(CCC(C)=O)cc2)cc1 (stereo unspecified) | -8 | 13 | -7 | 3 | 0.5 | -14 | 0 | 1.2 | 10
O=C(C[n+]1ccccc1)N/N=C/c1cc(Br)ccc1F | -4 | 2 | -7 | -10 | 0.4 | 11 | 4 | 0.1 | -19
Cc1ccc(/C=C2\SC(=S)N(c3cccnc3)C2=O)o1 | -5 | 9 | -5 | -18 | 0.0 | 4 | -2 | 0.6 | 15
COc1ccccc1Nc1nn2c(=O)c3ccc(C(=O)Nc4ccc(F)cc4)cc3nc2s1 | -3 | 2 | . | 5 | 0.4 | . | 5 | 0.9 | 6
Cc1c(NC(=O)c2ccc3c(c2)OCO3)cccc1-c1nc2ccccc2s1 | -1 | 3 | 14 | -7 | 0.9 | -21 | 5 | 0.8 | -4
O=C(/C=C/c1ccc([N+](=O)[O-])cc1)OCc1cnc(-c2ccccc2)o1 | 1 | 1 | 11 | -1 | 0.0 | -3 | -3 | -0.7 | 1
Cn1nnnc1SCCCNCc1ccccc1OCc1ccccc1F | -2 | 16 | . | -16 | -0.6 | -4 | -5 | 0.8 | -28
Cc1ccnc(NC(=O)c2ccc(S(=O)(=O)N3CCCCC3)cc2)c1 | 6 | 1 | -3 | -9 | -0.3 | 3 | -1 | -0.6 | 9
COc1cccc(CCNC(=O)c2c(O)nc3cc(C)ccn3c2=O)c1 | 2 | 2 | . | -21 | 0.0 | . | -6 | 0.6 | -7
NNC(=O)Cc1csc(-c2ccccc2)n1 | 0 | 1 | -46 | 10 | -0.3 | 0 | 10 | -0.9 | -1
COc1ccc(-c2cc(C(=O)NCCN3CCOCC3)c3ccccc3n2)c(OC)c1 | 0 | 0 | 8 | 4 | -0.4 | -22 | 11 | 0.1 | -31
CC(C)(C)c1nnc(NC(=O)COc2ccc3c(c2)OCO3)s1 | -1 | 6 | 1 | 2 | -0.9 | 9 | 4 | -0.2 | 6
CCOC(=O)C1C(=O)C=C(c2ccc(C)cc2)CC1c1ccccc1 (stereo unspecified) | 1 | 2 | . | 0 | . | -19 | 6 | -0.2 | .
COc1ccc(C(=O)Nc2nc(-c3ccccc3)c(C(C)=O)s2)c(OC)c1 | -4 | 0 | 16 | -26 | 1.6 | -10 | -4 | 0.3 | 9
CCOc1ccccc1C(=O)N[C@H](C(=O)Nc1nc2c(s1)CCCC2)C(C)C | 2 | 4 | -19 | 21 | -1.0 | -17 | -5 | -0.2 | -21

Some of these compounds in order of length of the SMILES, ascending.
SMILES | D1 PAM | D1 ag | D2 antagonist | D1 antagonist | D2 ag | RXFP1 antag | TRHR enhancer | TRHR agonist | D2 PAM
O=C(COC(=O)Cc1cccc(C(F)(F)F)c1)NC1CC1 | -3 | 3 | 3 | -5 | 0.0 | -6 | -6 | 0.2 | -2
O/N=C(\c1ccc(Cl)cc1)c1ncc(C(F)(F)F)cc1Cl | -6 | 7 | 2 | 9 | -0.8 | -37 | -8 | 1.5 | -7
Cc1ccnc(NC(=O)c2ccc(S(=O)(=O)N3CCCCC3)cc2)c1 | 6 | 1 | -3 | -9 | -0.3 | 3 | -1 | -0.6 | 9

Next part.
SMILES | D1 PAM | D1 ag | D2 antagonist | D1 antagonist | D2 ag | RXFP1 antag | TRHR enhancer | TRHR agonist | D2 PAM
COc1ccc(C2(CNS(=O)(=O)c3ccc(C)cc3)CCOCC2)cc1 | -5 | 0 | -4 | 1 | 0.1 | 4 | 6 | -0.5 | 7
S=C(NCc1ccc2[nH]c3c(c2c1)CCCC3)Nc1ccccc1Cl | 2 | 0 | -4 | -1 | 1.6 | -15 | -2 | 0.3 | 5
COc1cc2c(cc1OC)C(c1cc3ccccc3oc1=O)=NC(C)(C)C2 | -3 | 1 | -7 | -4 | -0.6 | -10 | -1 | -1.7 | -3
NC(=O)CSc1nnc(NC(=O)C2CC(=O)N(c3ccc(F)cc3)C2)s1 (stereo unspecified) | 0 | 4 | -2 | -6 | 0.6 | 3 | 3 | 0.8 | 4
COc1cccc(C2N(Cc3ccccc3)C(=O)C2(F)F)c1OC (stereo unspecified) | -6 | 1 | 5 | -5 | -0.3 | -1 | -5 | -0.1 | 0
CCCCn1c(SCc2ccc(Cl)cc2)nc2c1c(=O)[nH]c(=O)n2C | -6 | 2 | -6 | 9 | 3.5 | -5 | -3 | -2.4 | .
CC(=O)n1nc(-c2ccco2)nc1SCc1ccccc1 | -1 | 4 | -11 | 4 | -1.6 | -5 | -3 | -0.1 | -8
COc1cc(-c2noc(C)c2C(=O)NCCO)cc(OC)c1OC | 2 | 0 | -7 | 2 | 2.9 | . | -1 | 0.0 | -8
CCn1c(C)c(C)c2cc(C(=O)NCC(C)c3ccccc3)ccc21 (stereo unspecified) | -5 | 4 | . | 5 | -1.0 | -24 | -1 | -0.5 | 4
